# High-throughput results deposited in PubChem BioAssay by several laboratories.
# Siah-1 displacement: blockers of Siah-1 interaction with plectin peptide – biochemical, fluorescence polarization, rhodamine-plectin, uHTS, primary screen (AID 1817) | displacement, % at 20 µM; hits with a dose series show IC50 in µM | 290,000 tested, 0.02% active | Siah-1 / rhodamine-plectin peptide fluorescence polarization; higher % means a stronger effect;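 active = displacement of at least 50% at 20 µM, with a fluorescence ratio check between 0.3 and a set limit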;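 also: plate controls were Siah plus tracer with DMSO for no effect and tracer alone without Siah for full effect; strong numbers were not always called active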
# UTI89 phage lysis: protection from phage-mediated lysis, alamar blue read-out – E. coli UTI89, K1F phage, bacterial capsule biogenesis inhibitors (AID 488966) | inhibition, % at 100 µM; hits with a dose series show IC50 in µM | 340,000 tested, 0.02% active | E. coli UTI89 K1F phage lysis, alamar blue, 2 h; higher % means a stronger effect;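 active = phage lysis inhibition, versus mean bacterial control, above a set limit; inconclusive = no clear call, values can overlap the other calls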;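 also: capsule biogenesis inhibitors block K1F phage lysis so surviving cells raise fluorescence; higher fluorescence means more inhibition of phage lysis; actives were called in the ten point dose series up to 300 µM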
# AID2073: disruptors of CaV2.2 binding to Mint1 – biochemical, HTRF (AID 2073); HTRF protein-protein interaction, Mint1-CaV2.2; higher % means a stronger effect; one-dose inhibition, % at 20 µM; IC50 in µM for titrated hits; 290,000 tested, 0.19% active; in the data active = inhibition mostly above about 51%, no sharp cut-off; inconclusive = no clear call, values can overlap the other calls; inactive = mostly below about 53%; also: some results filed as inactive read as strong as hits
# RSV CPE inhibition: RSV antiviral activity via CPE protection, HEp-2 cells, primary 10 µM value included (AID 2391); CPE inhibition, % at 10 µM, or IC50 in µM where a hit was titrated; 310,000 tested, 0.13% active; HEp-2 cells, RSV-induced CPE inhibition; higher % means a stronger effect; in the data active = a potency from the dose series; inconclusive = CPE inhibition mostly from about 23% at the one dose, without a potency; inactive = the rest, 99 in 100 with CPE inhibition below about 21%; also: strong numbers were not always called active
# NTR1 agonist: NTR1-driven beta-arrestin-GFP spot formation – imaging, U2OS cells, high content, primary screen (AID 493036). P30989. agonist mode. activation, % at 20 µM. 330,000 tested, 0.17% active;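 active = activation at or above 40% of the spot to cytoplasm intensity ratio, with at least 20 cells analyzed; inconclusive = wells under 20 cells, flagged as cytotoxic or low count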;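 also: 0% = DMSO without peptide and 100% = 100 nM NTR1 peptide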
# Target sequence (P30989 whole entry, looked up): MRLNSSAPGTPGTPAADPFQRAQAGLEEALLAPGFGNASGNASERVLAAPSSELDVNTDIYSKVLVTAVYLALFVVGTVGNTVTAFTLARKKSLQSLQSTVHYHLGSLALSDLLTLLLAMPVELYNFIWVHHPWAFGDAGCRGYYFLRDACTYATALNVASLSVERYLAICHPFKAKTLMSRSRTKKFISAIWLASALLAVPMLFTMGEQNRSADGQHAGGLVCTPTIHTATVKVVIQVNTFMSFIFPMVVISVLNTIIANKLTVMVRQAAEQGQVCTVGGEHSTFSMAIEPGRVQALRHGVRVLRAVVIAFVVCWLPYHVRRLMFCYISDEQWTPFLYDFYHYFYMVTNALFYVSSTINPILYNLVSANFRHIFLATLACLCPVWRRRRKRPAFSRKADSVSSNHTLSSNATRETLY
# SV40 large T antigen: TAg ATPase/helicase activity blockers – biochemical (AID 1903) | 310,000 tested, 0.39% active | SV40 large T antigen ATPase/helicase inhibition assay; higher % means a stronger effect | inhibition, % at 20 µM; hits with a dose series show IC50 in µM; in the data active = a potency from the dose series; inconclusive = inhibition mostly from about 32% at the one dose, without a potency; inactive = the rest, 99 in 100 with inhibition below about 32%; also: strong numbers were not always called active
# MgcRacGAP inhibition: MgcRacGAP GTPase-activating activity inhibitors, confirmation, biochemical, ADP Hunter fluorescence | MgcRacGAP-stimulated Rac1 GTP hydrolysis, ADP Hunter fluorescence; higher % means a stronger effect; GST-tagged Rac1 F28L mutant substrate | AID 624330 | one-dose inhibition, % at 30 µM; IC50 in µM for titrated hits | 340,000 tested, 0.6% active;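 active = first-screen hits whose inhibition reached a set limit at any dose in the follow-up dose series; inconclusive = inhibition above the set first-screen limit but never retested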;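 also: fluorescence reports GDP produced by GAP-driven GTP hydrolysis; strong numbers were not always called active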
# NS5 inhibitors: Dengue-2 NS5 methyltransferase inhibitors, primary screen, biochemical, confirmation dose response (AID 588689); inhibition, % at 25 µM; hits with a dose series show IC50 in µM; 340,000 tested, 0.3% active; Dengue-2 NS5 methyltransferase capping enzyme assay, biochemical; higher % means a stronger effect; in the data active = a potency from the dose series; inconclusive = inhibition above about 29% without an active follow-up result
# West Nile virus CPE: West Nile virus antiviral activity, cell-based, CPE readout (AID 1621); 290,000 tested, 0.02% active; CPE inhibition, % at 10 µM, or IC50 in µM where a hit was titrated; West Nile virus-infected cells, CPE inhibition; higher % means a stronger effect; in the data active = a potency from the dose series; inconclusive = CPE inhibition mostly from about 3.7% at the one dose, without a potency; inactive = the rest, 99 in 100 with CPE inhibition below about 2.2%; also: strong numbers were not always called active
# NTR1 agonist cell count 20 µM: second read-out of NTR1 agonist, no call of its own (marks repeat the call); cell count; measured here: cell count, cytotoxicity flag
# NS5 inhibitors pilot replicate: further read-out of NS5 inhibitors, marked with its call; inhibition, %; measured here: pilot screen replicate inhibition
# * hit, by the source's call; ? = inconclusive; nt = not tested or not shown; [ ] = dose if it differs, or a comment.
SMILES,Siah-1 displacement,UTI89 phage lysis,AID2073,RSV CPE inhibition,NTR1 agonist,NTR1 agonist cell count 20 µM,SV40 large T antigen,MgcRacGAP inhibition,NS5 inhibitors,West Nile virus CPE,others
CC(=O)Nc1cc[n+](CC(=O)c2cccc([N+](=O)[O-])c2)cc1,8%,0.1%,-1%,0.9%,0.6,52,5%,8%,-2%,-0.7%,NS5 inhibitors pilot replicate=-3.7
Cc1ccccc1CNC(=O)COc1ccccc1,2%,0.1%,5%,3.6%,-0.6,64,9%,0%,-12%,1.3%,
COC(=O)CNC(=O)COC(=O)/C=C/c1ccc2ccccc2n1,-5%,-1.4%,2%,4.1%,2.4,43,23%,3%,-2%,-0.1%,
O=C(NC1CC2CCCC(C1)N2Cc1ccccc1)c1cccc(F)c1 (stereo unspecified),1%,4.6%,4%,0.0%,-1.2,51,6%,-1%,-4%,-1.2%,
CC1CCCN(C(=O)Cn2nnc(-c3ccc(S(C)(=O)=O)cc3)n2)C1 (stereo unspecified),3%,0.4%,-6%,0.3%,0.3,61,8%,7%,-7%,-0.6%,
Cc1csc2ncc(C(=O)N3CCCc4ccccc43)c(=O)n12,-1%,-1.1%,-11%,0.8%,11,63,1%,-5%,-1%,0.1%,
CC(C)c1nc(SCC(=O)NC(=O)NC(C)(C)C)n[nH]1,1%,0.3%,?,2.0%,-0.4,59,20%,-2%,-10%,0.2%,
COc1cccc(NC(=O)CN(C)C(=O)c2ccc(-c3cccc(C(F)(F)F)c3)o2)c1,nt,1.3%[50 µM],nt,0.5%,-0.4,82,11%,6%,2%,nt,
COc1cccc(NC(=O)Cn2c(CCC(=O)O)ccc2-c2ccc(Cl)cc2)c1,3%,1.4%,9%,-0.1%,0.6,52,20%,1%,4%,-0.1%,
O=C(NCc1ccccc1F)c1ccc2c(c1)OCO2,3%,7.8%,0%,-0.6%,-1.6,47,13%,6%,2%,-0.3%,
CC(=O)c1ccc(Sc2ccccc2)cc1,4%,0.9%,6%,-0.4%,-1.4,63,3%,7%,-1%,1.3%,NS5 inhibitors pilot replicate=-3.3
COc1ccc(N2CCN(c3nc4c(c(=O)n(C)c(=O)n4C)n3CCCc3ccccc3)CC2)cc1,-2%,0.3%,4%,-1.3%,16,49,nt,16%,2%,-0.3%,
O=C1CN(S(=O)(=O)c2cccc(Cl)c2Cl)CCN1,nt,1.9%[50 µM],nt,nt,-0.5,60,nt,4%,-8%,nt,
CC(C)(C)c1ccc(-c2noc(-c3ccno3)n2)cc1,0%,-0.1%,-15%,nt,2.2,46,2%,-3%,-2%,0.5%,
CC1S/C(=N/N=C/c2ccco2)N(Cc2ccc(F)cc2)C1=O (stereo unspecified),16%,-1.2%,2%,3.0%,1.1,52,25%,13%,2%,-0.5%,
COCCN1C(=O)N[C@@H](c2cccc(C(F)(F)F)c2)[C@H](C(=O)OC)[C@H]1C,nt,0.1%,nt,0.1%,0.1,52,6%,6%,-1%,-0.4%,
COc1ccc(S(=O)(=O)Nc2cc(S(=O)(=O)N3CCOCC3)ccc2OC)cc1,nt,0.0%[50 µM],nt,nt,-2.1,42,nt,1%,2%,nt,
COc1ccccc1C1C(C#N)=C(N)Oc2c1c(-c1ccccc1)nn2-c1ccccc1 (stereo unspecified),7%,1.4%[50 µM],15%,1.5%,-1.0,64,10%,4%,1%,nt,
CC(=O)NC(CC(=O)Nc1ccc(S(=O)(=O)Nc2nccs2)cc1)c1ccccc1 (stereo unspecified),nt,1.0%[50 µM],nt,nt,-0.9,70,nt,9%,-1%,nt,
CC(C)n1ncc2c(C(=O)Nc3ccc(S(C)(=O)=O)cc3)cc(C3CC3)nc21,nt,0.3%[50 µM],nt,2.4%,2.5,70,nt,4%,-7%,nt,
COCCCNC(=O)CN1C(=O)CSc2ccc(S(=O)(=O)N3CCOCC3)cc21,-3%,4.4%,5%,1.4%,-1.4,63,5%,5%,-6%,0.2%,
N#Cc1c(Cl)nsc1NCCN1CCOCC1,1%,0.4%,4%,0.4%,-1.5,75,6%,8%,6%,0.5%,
Cc1ccc(OC(=O)COc2ccccc2)c(-n2nc3ccccc3n2)c1,-1%,-1.7%,-4%,0.8%,-2.2,64,11%,8%,-3%,0.2%,
Cc1ccc(SCc2ccc(C(=O)NCc3cccnc3)cc2)cc1,-1%,0.9%[50 µM],1%,2.0%,0.0,51,13%,10%,2%,-1.1%,
CCC(C(=O)OC)n1cnc2c(cnn2-c2ccc(Cl)cc2)c1=O (stereo unspecified),2%,0.4%,3%,11%,-0.6,38,12%,12%,-8%,-0.1%,
C/C(O)=c1/c(=O)nc2cccc3c2=c1c1ccccc1c3=O,-2%,0.1%,-46%,-1.0%,1.4,56,1%,9%,12%,0.9%,NS5 inhibitors pilot replicate=4.3
O=S(=O)(c1cccc(F)c1)N1CCN(C(=S)NCc2ccccc2)CC1,1%,0.1%,-13%,-0.6%,-1.2,57,3%,5%,-1%,0.0%,
Cn1c(SCC(=O)NCC2CCCO2)nnc1-c1c[nH]c2ccccc12 (stereo unspecified),2%,-1.1%,4%,1.9%,2.0,66,9%,-2%,-1%,0.1%,
COc1ccc(-n2ncc3c2CC(C)(C)CC3NC(=O)CCC2=NNC(=O)CC2)cc1 (stereo unspecified),-4%,0.0%,2%,nt,0.1,68,19%,-6%,-20%,0.5%,
CCOc1ccccc1C(=O)N(C)Cc1cc2cc(OC)ccc2[nH]c1=O,-1%,0.5%,7%,0.9%,0.4,46,27%,12%,-1%,1.2%,
O=C(CN1C(=O)NC(Cc2c[nH]c3ccccc23)C1=O)Nc1ccc(Br)cc1F (stereo unspecified),nt,-0.1%[50 µM],nt,0.1%,0.9,53,nt,4%,-3%,nt,
COc1ccccc1OCC(=O)c1[nH]c(C)c(C(C)=O)c1C,-2%,-0.6%,26%,0.9%,-0.5,85,10%,7%,-3%,-0.8%,
CCOC(=O)C/C(C)=N\Nc1ccc([N+](=O)[O-])cc1[N+](=O)[O-],12%,-1.1%,37%,-1.4%,1.1,31,0%,-4%,-1%,-0.7%,
COc1ccc(CN2CCN(C(=O)c3cccc4ccccc34)CC2)c(OC)c1OC,10%,0.0%,-7%,9.1%,0.1,64,5%,?,-1%,-1.1%,
Cc1ccc(OCC(=O)N/N=C/c2cn(C)c3ccccc23)cc1,-2%,0.9%,-5%,2.1%,3.1,47,13%,13%,-2%,-0.1%,
C[C@@H](CSc1ccc(Br)cc1)CN1CC[C@H](NC(=O)OCc2ccccc2)CCC1=O,nt,-0.1%,nt,nt,3.6,69,nt,-1%,0%,nt,
CC1(C)CC(NC(=O)COc2ccc3c4c(c(=O)oc3c2)CCCC4)CC(C)(C)N1,13%,-0.2%,2%,-1.8%,-0.8,55,22%,3%,-14%,1.4%,
CS(=O)(=O)c1ccc(-c2nnc(NC(=O)C3=COCCO3)o2)cc1,nt,1.4%[50 µM],nt,3.2%,-0.5,39,3%,7%,2%,nt,
Cc1ccc(NC(=O)COC(=O)c2c(-c3ccccc3)noc2C)cc1,nt,-0.3%[50 µM],nt,0.1%,0.6,66,nt,6%,-10%,nt,
C[C@H](NC(=O)c1nc[nH]c1C(=O)N1CCN(C(=O)OC(C)(C)C)CC1)C(=O)OCc1ccccc1,-2%,1.1%,-3%,0.2%,9.8,85,7%,6%,-2%,-0.6%,
O=C(NCCN1CCOCC1)c1ccc2c(c1)N(Cc1cccc(F)c1)C(=O)c1ccccc1S2,-6%,0.9%,11%,-0.8%,-0.3,60,13%,7%,-5%,-0.8%,
COc1ccccc1C1CCN(Cc2ccc(Cl)c(Cl)c2)CC1,1%,0.0%,4%,4.1%,1.0,63,6%,10%,-6%,-0.1%,
Cc1nnc(NC(=O)c2c(-c3ccccc3Cl)noc2C)s1,6%,-1.6%,-6%,-0.3%,1.8,48,4%,-5%,1%,1.4%,
O=C(O)CCC1OC(=O)C(O)=C1c1ccccc1 (stereo unspecified),-5%,2.7%,9%,1.2%,-0.4,84,5%,2%,-3%,-0.4%,
O=C(Cc1ccccc1)Nc1cccc(NC(=O)c2cccs2)c1,2%,0.1%,7%,-1.1%,-1.0,74,5%,7%,-7%,-0.5%,
COc1ccc(-c2noc(CN3CCCC(OCc4ccccn4)C3)n2)cc1 (stereo unspecified),-4%,0.0%,6%,-0.2%,0.1,56,nt,12%,-2%,-0.2%,
COc1ccc(C(=O)NNC(=O)C2CCCO2)cc1 (stereo unspecified),12%,0.1%,8%,1.4%,2.5,61,7%,7%,6%,0.4%,
O=C1CN(c2nc(-c3cccs3)nc3sc4c(c23)CCCC4)CCN1,9%,-0.5%,7%,42%,11,57,5%,9%,-7%,-0.3%,
COC(=O)c1c(C)[nH]c(C=O)c1-c1ccccc1,8%,nt,-2%,1.6%,1.7,61,16%,nt,nt,-0.4%,
CCS(=O)(=O)N1CCC(C(=O)NCc2ccc3c(c2)OCO3)CC1,1%,0.3%,3%,0.4%,0.0,43,7%,7%,-10%,-0.1%,

# Overlap with the part before: three entries, followed by the next part.
SMILES,Siah-1 displacement,UTI89 phage lysis,AID2073,RSV CPE inhibition,NTR1 agonist,NTR1 agonist cell count 20 µM,SV40 large T antigen,MgcRacGAP inhibition,NS5 inhibitors,West Nile virus CPE,others
O=C1CN(c2nc(-c3cccs3)nc3sc4c(c23)CCCC4)CCN1,9%,-0.5%,7%,42%,11,57,5%,9%,-7%,-0.3%,
COC(=O)c1c(C)[nH]c(C=O)c1-c1ccccc1,8%,nt,-2%,1.6%,1.7,61,16%,nt,nt,-0.4%,
CCS(=O)(=O)N1CCC(C(=O)NCc2ccc3c(c2)OCO3)CC1,1%,0.3%,3%,0.4%,0.0,43,7%,7%,-10%,-0.1%,
O=C(CCN1C(=O)c2ccccc2C1=O)N1CCN(Cc2ccccc2)CC1,5%,0.7%,11%,1.8%,0.4,61,10%,-4%,-1%,-0.6%,
O=C(CCn1nnnc1CN1CCOCC1)N1CCC(c2ccccc2Cl)C1 (stereo unspecified),10%,0.1%,-2%,2.2%,-0.9,37,12%,6%,-5%,-0.1%,
COc1ccc(C(c2c(O)nc[nH]c2=O)c2c(O)nc[nH]c2=O)cc1,2%,nt,-6%,0.3%,-0.5,63,10%,nt,nt,-0.1%,
Cn1c2c(c(=O)n(C)c1=O)C(c1cc3c(cc1Br)OCO3)CC(=O)N2 (stereo unspecified),1%,0.3%,8%,1.8%,-3.1,55,3%,14%,3%,nt,
CSc1ncccc1C(=O)OCC(=O)c1cc(C)n(CC2CCCO2)c1C (stereo unspecified),4%,0.1%[50 µM],11%,0.4%,1.3,66,15%,7%,-3%,0.1%,
